Assay outcomes deposited in PubChem BioAssay by NCI.
All columns: NCI-60 one-dose screen, growth in % after 48 h at 10 µM unless noted; 100 = growth as untreated, 0 = no growth, -100 = all killed.
HL-60(TB): HL-60(TB) leukemia cells; 9% of 78,000 active; AID 1794776; active = growth percent below 10
* marks the source's active call; other numbers are inactive results; & = joins results of further samples; ! = not active in a repeat; [ ] = dose if it differs, or a comment. The list is partial; the hit share may differ from the screen's.

Preview:
| smiles | HL-60(TB) |
| --- | --- |
| CC(C)c1ccccc1S | 110 |
| CC(C)(C)n1cc(-c2ccnc(NCCCNS(=O)(=O)c3cccc(F)c3)c2)c(-c2cccc(F)c2)n1 | 50 |

The whole of this part, from the first entry:
| smiles | HL-60(TB) |
| --- | --- |
| CC(C)c1ccccc1S | 110 |
| CC(C)(C)n1cc(-c2ccnc(NCCCNS(=O)(=O)c3cccc(F)c3)c2)c(-c2cccc(F)c2)n1 | 50 |
| COC(=O)C(C(=O)OC)C(CC(=O)c1ccc(Br)cc1)c1ccccc1 (stereo not drawn) | 85 |
| O=S(=O)(NCCNc1cc(-c2c(-c3cccc(O)c3)nc3sccn23)ccn1)c1ccc(Br)cc1 | 78 |
| O=C(C[C@@H](C(=O)NCc1cccc(C(F)(F)F)c1)N1C(=O)[C@@H](N2C(=O)OC[C@@H]2c2ccccc2)[C@H]1/C=C/c1ccccc1)NC1CCN(Cc2ccccc2)CC1 | 55 |
| O=C(CNc1nc(-c2cccc([N+](=O)[O-])c2)cs1)Nc1ccc(Br)cc1 | 116 |
| CCCCCNC(C)COC(=O)c1ccc(N)cc1 (stereo not drawn) | 85 |
| COc1ccc(-c2cc(=O)oc3ccc(Cl)cc23)cc1F | -22* |
| COC(=O)c1cc(Cl)nc(SC)n1 | 84 |
| CCn1cc(C(=O)O)c(=O)c2cc(F)c(N3CCN(CC(=O)Nc4ccc(/C(C)=N/O)cc4)CC3)cc21 | 122 |

Three compounds already listed, sorted by formula weight, ascending:
| smiles | HL-60(TB) |
| --- | --- |
| COC(=O)C(C(=O)OC)C(CC(=O)c1ccc(Br)cc1)c1ccccc1 (stereo not drawn) | 85 |
| CC(C)(C)n1cc(-c2ccnc(NCCCNS(=O)(=O)c3cccc(F)c3)c2)c(-c2cccc(F)c2)n1 | 50 |
| O=C(C[C@@H](C(=O)NCc1cccc(C(F)(F)F)c1)N1C(=O)[C@@H](N2C(=O)OC[C@@H]2c2ccccc2)[C@H]1/C=C/c1ccccc1)NC1CCN(Cc2ccccc2)CC1 | 55 |

(listing goes on)
| smiles | HL-60(TB) |
| --- | --- |
| COc1cccc(OC)c1[N+](=O)[O-] | 100 |
| Cc1cc(N)c(S(=O)(=O)NO)cc1Cl | 102 |
| Cc1cccnc1Br | 113 |
| C[C@@H](c1ccc2nccn2c1)n1nnc2ncc(-c3cnn(C)c3)nc21 | 124 |
| COc1cccc(-c2nn(-c3ccccc3)cc2-c2ccnc(NCCNC(=O)c3ccc(F)cc3)c2)c1 | 47 |
| O=C(NCCN1CCCC1)n1cc(-c2ccncc2)c(-c2cc(O)cc(Cl)c2)n1 | 95 |
| COc1cc(OC)cc(-c2ccc(-c3ccc(C(=N)N)cn3)o2)c1 | -66* |
| CCCCC1COc2cccc3c2N1C=C/C3=C\C(=O)N(C)c1ccc(Br)cc1 (stereo not drawn) | 98 |
| O=C(CSc1nccc(N2CCOCC2)n1)c1ccc(Cl)cc1 | 99 |
| CC(=O)O[C@@H]1CCN2C(=O)N(C)c3ccccc3[C@@H]2C1 | 101 |

| smiles | HL-60(TB) |
| --- | --- |
| COc1ccc(OC)c(C(=O)c2oc3ccc(Br)cc3c2N)c1 | -10* |
| CN(C)CCS(=O)(=O)Nc1cc(-c2ccc3ncnc(Nc4ccc(F)c(Cl)c4)c3c2)cnc1Cl | -15* |
| C/C(=N\O)C(c1ccc(Cl)cc1)c1ccc(Cl)cc1 | 77 |
| O=C(Cc1nc2cc(Cl)c(Cl)cc2nc1CC(=O)c1ccncc1)c1ccncc1 | 56 |
| Nc1ccc(N=Nc2ccc(-c3ccc(N=Nc4ccc(N)c5cc(S(=O)(=O)O)ccc45)cc3)cc2)c2ccc(S(=O)(=O)O)cc12 | 98 |
| ClCCOCCOc1ccc(Cl)cc1Cl | 106 |
| CC(=O)O[C@H]1C(=O)[C@@]2(C)C([C@H](OC(=O)c3ccccc3)[C@]3(O)C[C@H](OC(=O)[C@H](O)[C@@H](NC(=O)c4ccccc4)c4ccccc4)C(C)=C1C3(C)C)[C@]1(OC(C)=O)CO[C@@H]1C[C@@H]2O (stereo partly drawn) | 9.1* |
| COc1ccc(-c2cc(C)nc3[nH]c(=O)sc23)cc1 | 76 |
| COc1ccc(Cl)cc1Nc1nc(C(F)(F)F)ccc1C(=O)N/N=C/c1ccc(Cl)cc1 | 9.3* |
| COc1cc2nc(SCc3cc(OC)c(OC)c(OC)c3)n(-c3ccc(C)cc3)c(=O)c2cc1OC | 89 |

| smiles | HL-60(TB) |
| --- | --- |
| CCC(=O)O[C@H]1CC[C@H]2[C@@H]3C[C@H](F)C4=CC(=O)CC[C@]4(C)[C@H]3CC[C@]12C | 94 |
| CCOC(=O)c1c(NCC(=O)Nc2cccc([N+](=O)[O-])c2)sc2c1CCCC2 | 1.4* |
| Cc1ccc(-c2ncc(S(C)(=O)=O)o2)cc1 | 100 |
| CSc1nn(-c2ccccc2)c2ncnc(Oc3ccc(C)cc3)c12 | 98 |
| CC(C)Cc1ccc(C(C)C(=O)NCc2ccc(Cn3c(=O)sn(CCCCl)c3=O)cc2)cc1 (stereo not drawn) | -24*! |
| COc1ccc2nc(NC(=O)/C(=C/c3cc(OC)c(OC)c(OC)c3)c3ccc(OC)c(OC)c3)sc2c1 | 95 |
| O=C(Nc1cccnc1)c1cccc([N+](=O)[O-])c1 | 134 |
| Nc1ncnc2c1c(-c1ccccc1)nn2Cc1cccc(B(O)O)c1 | 106 |
| COc1cccc(/C=C2\S/C(=N/c3nccs3)NC2=O)c1 | 33 |
| Cc1ccc(-c2cc(C3=C(c4cccs4)NC(=S)NC3C)n[nH]2)o1 (stereo not drawn) | 91 |

| smiles | HL-60(TB) |
| --- | --- |
| Cc1ccc2nc(-c3ccc(OCC(=O)N=Nc4c(O)[nH]c5ccccc45)cc3)[nH]c2c1 | 89 |
| C[N+](C)(C)CCOC(OCC[N+](C)(C)C)(c1ccccc1)c1ccccc1 | 110 |
| O=S(=O)(Nc1cccc(C(F)(F)F)c1)c1cc(Cl)c(Cl)cc1Cl | 76 |
| CCn1c(SCC(=O)N/N=C(\C)c2ccc(Cl)cc2)nc2c1c(=O)n(C)c(=O)n2C | 101 |
| CC(Sc1ccccc1)C(=O)O (stereo not drawn) | 143 |
| CC1CCCC(C)(C)C1NCCOC(=O)c1ccc([N+](=O)[O-])cc1 (stereo not drawn) | 125 |
| C=C(C)[C@@H]1CC[C@]2(C(=O)O)CC[C@]3(C)[C@H](CC[C@@H]4[C@@]5(C)C[C@@H](CC#Cc6ccccn6)[C@H](O)C(C)(C)[C@@H]5CC[C@]43C)[C@@H]12 | 74 |
| COc1ccc(-c2nc(SCc3cc(=O)oc4cc(C)cc(C)c34)[nH]c(=O)c2C(=O)NC(C)(C)C)cc1 | 110 |
| O=C(O)c1cc2c(s1)C(=O)c1sccc1C2=O | 11 |
| CCCCC(CC)CO (stereo not drawn) | 92 |

| smiles | HL-60(TB) |
| --- | --- |
| CCOC(=O)C(CC)C(C)O (stereo not drawn) | 100 |
| O=[N+]([O-])c1ccc2c(c1)/C(=N\O)c1cc(Cl)c(Cl)cc1-2 | 82 |
| FC(F)(F)c1ccc(-c2cnc(Br)nc2NC2CCCCCC2)cc1 | 8.9* |
| CS(=O)(=O)c1cc(=O)[nH]c(=O)[nH]1 | 101 |
| CC(=O)Nc1cccc(OCCCOc2cccc([N+](=O)[O-])c2)c1 | 82 |
| COc1ccc2nc3cc(Cl)ccc3c(Nc3cc(CN4CCCC4)c(O)c(CN4CCCC4)c3)c2n1 | -20* |
| CCC(=O)O[C@H]1CC[C@H]2[C@@H]3CC[C@@]4(C)CC(=O)CC[C@]4(C)[C@H]3CC[C@]12C | 74 |
| c1ccc(CCCN2CCCCC2Cc2ccccc2)cc1 (stereo not drawn) | 72 |
| O=C(CC(=O)c1ccc([N+](=O)[O-])cc1)Nc1ccccc1C(=O)O | 99 |
| CCN(CC)CCCCCCNc1cc(OC)c(Cl)c2cccnc12 | 119 |

Reformatted: entries from further up
c1ccc(CCCN2CCCCC2Cc2ccccc2)cc1 (stereo not drawn)
  HL-60(TB): 72

O=C(CC(=O)c1ccc([N+](=O)[O-])cc1)Nc1ccccc1C(=O)O
  HL-60(TB): 99

Remaining list, next part:
| smiles | HL-60(TB) |
| --- | --- |
| CCNC(N)=O | 92 |
| COc1cc2ncnc(Nc3ccc(S(=O)(=O)Nc4cc(C)on4)cc3)c2cc1OCCCN1CCCC1 | 100 |
| COC(=O)c1cc([N+](=O)[O-])ccc1NC(C)=O | 95 |
| COc1ccc(/C=C(\c2cc(OC)c(OC)c(OC)c2)c2nnc(-c3ccc(N(C)C)cc3)o2)cc1 | 87 |
| N=C(N)SCc1cc2c(cc1Cl)OCO2 | 82 |
| CC(C)(C)OC(=O)N1CCC2(CC1)NC(=O)c1ccccc1N2 | 89 |
| CC(N)(CCC(=O)O)C(=O)O (stereo not drawn) | 90 |
| O=C1c2ccc3c4c(ccc(c24)C(=O)N1CCNCc1ccccc1Cl)C(=O)N(CCNCc1ccccc1Cl)C3=O | 93 |
| CN(Cc1ccccc1)CC1CCCCC1=O (stereo not drawn) | 85 |
| CS(=O)(=O)Nc1ccsc1-c1nc(-c2ccccc2)no1 | 105 |

| smiles | HL-60(TB) |
| --- | --- |
| O=c1[nH]cnc(O)c1-c1cc2ccccc2[nH]1 | 108 |
| C=C(C)[C@@H]1CC[C@]2(C(N)=O)CC[C@]3(C)[C@H](CC[C@@H]4[C@@]5(C)C/C(=C/c6cccnc6)C(=O)C(C)(C)[C@@H]5CC[C@]43C)[C@@H]12 | 3.2*[100 µM] |
| CCC(C)[C@H](NC(=O)[C@H](CC(=O)O)NC(=O)[C@@H](NC(=O)[C@@H](NC(=O)[C@H](Cc1c[nH]c2ccccc12)NC(=O)[C@H](Cc1cnc[nH]1)NC(=O)[C@H](CO)NC(=O)[C@H](CCCNC(=N)N)NC(=O)[C@H](CCCNC(=N)N)NC(=O)[C@H](CCCCN)NC(=O)[C@H](CCCCN)NC(=O)[C@H](CCCNC(=N)N)NC(=O)CNC(=O)[C@H](CCCNC(=N)N)NC(=O)[C@H](CCCNC(=N)N)NC(=O)[C@H](CCCNC(=N)N)NC(C)=O)C(C)(C)C)C1CCCCC1)C(=O)O (stereo partly drawn) | 93 |
| CCOC(=O)c1nc2c3ccccc3cnn2c1C(=O)c1ccc(-c2ccccc2)cc1 | 83 |
| O=C1CN(/N=C/c2ccc([N+](=O)[O-])o2)C(=O)N1 | 86 |
| Nc1cc(F)ccc1NC(=O)c1ccc(CNC(=O)/C=C2\NC(=O)c3ccccc32)cc1 | 16 |
| Oc1ccccc1/C=N/N1CCCCCC1 | 87 |
| NNC(=O)C[n+]1ccccc1 | 68 |
| CC(C)(C)Cn1c(N)nc2ccc(-c3[nH]c(C(C)(C)C)nc3-c3ccc(F)cc3)nc21 | 86 |
| CN(C)c1ccc(/C=N/n2cnc3oc(-c4ccccc4)cc3c2=N)cc1 | 105 |

| smiles | HL-60(TB) |
| --- | --- |
| CCCCNc1nc(SCc2ccc(Cl)cc2Cl)ncc1C | 90 |
| CCSc1nc(N)cc(=O)[nH]1 | 104 |
| CNc1cc(SCc2ccc(Cl)cc2)nc(N)n1 | 88 |
| O=S(=O)(c1ccc(-c2cnc(C3CC3)o2)cc1)N1CCOCC1 | 101 |
| C=C(NC(=O)C(=C)NC(=O)c1csc(C2=NC3c4csc(n4)C4NC(=O)c5csc(n5)C(C(C)(O)C(C)O)NC(=O)C5CSC(=N5)C(=CC)NC(=O)C(C(C)O)NC(=O)c5csc(n5)C3(CC2)NC(=O)C(C)NC(=O)C(=C)NC(=O)C(C)NC(=O)C(C(C)CC)NC2C=Cc3c(C(C)O)cc(nc3C2O)C(=O)OC4C)n1)C(N)=O (stereo not drawn) | 3.8* |
| O=C(Nc1cccc(C(F)(F)F)c1)Nc1ccc(OCc2nnc(-c3ccc(Cl)cc3)o2)c(F)c1 | 93 |
| CC1=CCCC(=O)O1 | 107 |
| CC(C)CCc1nc2c([nH]1)c(=O)n(C)c(=O)n2C | 111 |
| COc1ccc(NC(=O)COc2ccccc2)c(C(N)=O)c1 | -7.4* |
| N[C@@H](Cc1cc(I)c(Oc2cc(I)c(O)c(I)c2)c(I)c1)C(=O)O | 22 |

| smiles | HL-60(TB) |
| --- | --- |
| Nc1nc2c(c(-c3nc(N)nc4c3CCc3ccccc3-4)n1)CCc1ccccc1-2 | 105 |
| COc1ccc(C(=O)Cn2cnc3c(Nc4cc(C(=O)Nc5ccc(N6CCOCC6)cc5)ccc4C)ncnc32)cc1 | 89 |
| CC(=O)Oc1cc(C(C)C)c(OCCN(C)C)cc1C | 131&131 |
| Cn1ccc2cc(OCc3ccccc3)ccc21 | 81 |
| FC(F)(F)c1nnc2n1N=C(c1ccccc1)C2 | 106 |
| CC(C)CC1CCCC12NC(=O)NC2=O (stereo not drawn) | 89 |
| COc1ccc(C2CC(c3ccc(Nc4nc(Nc5ccccc5)nc(Nc5ccccc5)n4)cc3)=NN2C(C)=O)cc1 (stereo not drawn) | 95 |
| O=c1nc2c(n[nH]1)c1ccccc1n2Cc1ccccc1 | 109 |
| NC1CCC(C(=O)O)CC1 (stereo not drawn) | 110&113 |
| COc1cccc2cc(-c3cc4ccccc4[nH]3)c(=O)oc12 | 76 |

Quoted at random: two compounds from above, in no set order.
| smiles | HL-60(TB) |
| --- | --- |
| CC(Sc1ccccc1)C(=O)O (stereo not drawn) | 143 |
| C/C(=N\O)C(c1ccc(Cl)cc1)c1ccc(Cl)cc1 | 77 |

Following part
| smiles | HL-60(TB) |
| --- | --- |
| Nc1nc2ccc([N+](=O)[O-])cc2[nH]1 | 82 |
| O=C(CCc1nnc(Cn2cnc3nc[nH]c3c2=O)o1)c1nc2ccccc2[nH]1 | 91 |
| O=C(NCC(O)CO)c1ncc(-c2ccc(C(F)(F)F)cc2)c(NC2CCCCCC2)n1 (stereo not drawn) | 114 |
| O=[N+]([O-])c1ccc(/C=C/C=C/C=C/C=C/c2ccc(S(=O)(=O)F)cc2Cl)c(Cl)c1 | 82 |
| CCCc1nc(C)c2c(=O)[nH]c(-c3cc(S(=O)(=O)N4CCN(CC)CC4)ccc3OCC)nn12 | 105 |
| Cc1sc2ncnc(Sc3nc4ccccc4[nH]3)c2c1C | -55* |
| CCCCCCCN(CCCCCCC)CC(O)c1ccc(Br)cc1 (stereo not drawn) | 55 |
| FC(F)(F)c1[nH]ncc1-c1nc2ccc3[nH]ncc3c2c2c1CCCC2 | -32* |
| CN1CCCN(Cc2ccc(C(=O)Nc3cccc(Nc4ccc5cc(O)ccc5n4)c3)cc2C(F)(F)F)CC1 | 74 |
| CCCCC(/C=N/N=C(N)N)=N\N=C(N)N | 109 |
